Screens (PubChem)
CSN deneddyl inh: CSN deneddylation inhibition. inhibition, % at 12.5 µM. Q92905. 360,000 tested, 0.38% active. AID 651999. Purified CSN, SCF-Nedd8-OG deneddylation, fluorescence polarization;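 active = pattern-corrected inhibition above about 35%, with an unprinted fluorescence ratio check between 0.5 and 1.5, limit read from the data, passing the limit was not always enough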;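 also: 0% = enzyme with substrate and 100% = substrate without enzyme; some results filed as inactive read as strong as hits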
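Material: purified human Csn5 enzyme expressed in HEK293T cells / Medium: Tris buffer pH 7.5, NaCl, DTT, Tween-20, trehalose, ovalbumin / Compound dosing: 12.5 µM single point / Schedule: 90 min incubation of compound, enzyme and substrate at room temperature / Signal: fluorescence polarization of the substrate / Control set: no-enzyme wells high, enzyme-with-substrate wells low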
bovine MsrA act: activators of bovine methionine sulfoxide reductase A. 360,000 tested, 0.3% active. purified bovine MsrA, absorbance read-out. activation, % at 10.6 µM. AID 602163; in the data active = activation above about 7.5%;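 also: 0% = vehicle and 100% = reference activator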
E coli Lon inh: E. coli protease La inhibition. P0A9M0. purified E. coli Lon protease, fluorescence polarization. inhibition, % at 7.94 µM. 360,000 tested, 0.42% active; in the data active = inhibition above about 13%, passing the limit was not always enough;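 also: 0% = enzyme with probe and DMSO and 100% = no enzyme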
MsrA inh: inhibitors of bovine MsrA | purified bovine MsrA, absorbance read-out | inhibition, % at 15.5 µM | AID 651718 | 360,000 tested, 0.75% active; in the data active = inhibition above about 4.5%;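 also: 0% = vehicle wells with enzyme and 100% = reference inhibitor wells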
Rpn11 inh: Rpn11 (human) deubiquitinase inhibition | AID 588493 | calls only at 20 µM | O00487 | 360,000 tested, 0.59% active | human 26S proteasome, Ub4-pepOG fluorescence polarization; 20S core pre-blocked with epoxomicin;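 active = inhibition at 20 µM, scaled to each plate's controls, above about 33%, limit read from the data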
FAS TE block: FAS thioesterase (human) inhibition; P49327; recombinant FAS-TE, OMFH fluorogenic substrate, fluorescence endpoint; inhibition, % at 15 µM; 360,000 tested, 0.67% active; AID 602261;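 active = compounds whose normalised, plate-corrected inhibition of enzyme fluorescence in the single-dose primary screen is 50% or more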;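 also: 0% = DMSO with enzyme and 100% = substrate without enzyme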
Rin1 Abl inh: human Rin1-Abl interaction inhibition; TR-FRET Rin1/Abl binding, biochemical; inhibition, % at 7.35 µM; 360,000 tested, 0.4% active; in the data active = inhibition above about 5%, passing the limit was not always enough
Target sequence (P00519 whole entry, looked up): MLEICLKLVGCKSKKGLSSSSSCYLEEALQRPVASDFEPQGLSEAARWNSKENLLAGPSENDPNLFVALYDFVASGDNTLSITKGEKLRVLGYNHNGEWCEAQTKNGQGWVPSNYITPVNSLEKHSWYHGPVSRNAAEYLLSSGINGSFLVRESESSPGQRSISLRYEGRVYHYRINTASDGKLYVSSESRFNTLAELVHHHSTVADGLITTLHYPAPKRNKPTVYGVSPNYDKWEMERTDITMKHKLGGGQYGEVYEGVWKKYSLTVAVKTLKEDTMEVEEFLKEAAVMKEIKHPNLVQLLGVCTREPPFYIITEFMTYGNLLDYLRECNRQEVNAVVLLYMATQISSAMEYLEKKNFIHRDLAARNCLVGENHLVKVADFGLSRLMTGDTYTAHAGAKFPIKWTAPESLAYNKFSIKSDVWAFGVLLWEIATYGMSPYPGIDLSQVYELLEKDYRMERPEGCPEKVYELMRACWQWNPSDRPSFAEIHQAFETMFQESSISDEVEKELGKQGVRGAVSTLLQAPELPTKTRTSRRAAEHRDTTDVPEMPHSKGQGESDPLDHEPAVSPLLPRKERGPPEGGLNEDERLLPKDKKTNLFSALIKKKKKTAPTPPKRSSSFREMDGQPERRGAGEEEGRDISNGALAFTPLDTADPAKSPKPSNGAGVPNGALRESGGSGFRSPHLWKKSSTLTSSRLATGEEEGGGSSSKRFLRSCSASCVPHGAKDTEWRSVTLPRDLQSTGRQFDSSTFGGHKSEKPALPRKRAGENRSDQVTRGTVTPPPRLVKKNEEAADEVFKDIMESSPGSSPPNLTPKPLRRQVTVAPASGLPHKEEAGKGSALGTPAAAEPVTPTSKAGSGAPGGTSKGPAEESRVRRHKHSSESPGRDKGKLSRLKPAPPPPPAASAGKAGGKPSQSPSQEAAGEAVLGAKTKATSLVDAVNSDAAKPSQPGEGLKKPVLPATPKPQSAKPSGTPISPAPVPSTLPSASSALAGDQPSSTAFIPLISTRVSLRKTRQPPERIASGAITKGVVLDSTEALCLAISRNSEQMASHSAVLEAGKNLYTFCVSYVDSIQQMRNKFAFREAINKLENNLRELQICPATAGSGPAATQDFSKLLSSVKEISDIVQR
Target sequence (Q13671 whole entry, looked up): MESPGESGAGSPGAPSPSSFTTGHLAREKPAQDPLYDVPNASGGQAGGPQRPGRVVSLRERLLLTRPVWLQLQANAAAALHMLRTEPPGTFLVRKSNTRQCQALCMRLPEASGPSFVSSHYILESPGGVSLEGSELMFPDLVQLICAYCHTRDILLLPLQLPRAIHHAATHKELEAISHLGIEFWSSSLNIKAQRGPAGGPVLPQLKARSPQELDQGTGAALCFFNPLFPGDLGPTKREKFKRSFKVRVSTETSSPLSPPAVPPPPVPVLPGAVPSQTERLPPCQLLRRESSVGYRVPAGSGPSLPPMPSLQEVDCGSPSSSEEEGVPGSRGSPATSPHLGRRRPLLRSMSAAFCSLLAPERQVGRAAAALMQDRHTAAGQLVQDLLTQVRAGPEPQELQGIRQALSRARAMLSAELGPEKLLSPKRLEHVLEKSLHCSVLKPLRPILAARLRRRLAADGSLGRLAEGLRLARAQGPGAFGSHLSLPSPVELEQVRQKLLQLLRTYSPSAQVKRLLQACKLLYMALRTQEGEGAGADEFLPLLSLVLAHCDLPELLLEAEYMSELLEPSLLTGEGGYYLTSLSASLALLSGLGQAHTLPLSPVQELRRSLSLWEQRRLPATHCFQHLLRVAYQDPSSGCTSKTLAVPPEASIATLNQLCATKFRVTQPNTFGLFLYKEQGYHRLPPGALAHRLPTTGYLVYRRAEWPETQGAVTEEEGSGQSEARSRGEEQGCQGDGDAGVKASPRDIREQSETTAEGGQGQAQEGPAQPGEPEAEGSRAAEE
MT1-MMP act inh: inhibitors of human MT1-MMP activation | P50281 | HT1080 RFP-PRO-GFP cells, GFP/RFP ratio fluorescence, overnight; percent of plate control window, DMSO zero | GFP/RFP ratio change, % at 20 µM | 360,000 tested, 0.061% active;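 active = GFP/RFP ratio change of at least 30% with cell ATP level not reduced by more than half and red fluorescence within 50% of control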; also: strong numbers were not always called active
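Compound: 20 µM single dose, 1% DMSO / System: HT1080 RFP-PRO-GFP cells / Controls: DMSO and RFP-L50D-GFP cell wells / Read-out basis: GFP/RFP fluorescence ratio / Schedule: overnight compound exposure at 37 °C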
MLLE-PAM2 inh: blocks PAM2 peptide binding to the PABP1 MLLE domain. P11940. GST-MLLE / FITC-PAM2 fluorescence polarization. inhibition, % at 20 µM. 360,000 tested, 0.36% active; in the data active = inhibition above about 35%, passing the limit was not always enough;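 also: plate controls were DMSO wells with GST-MLLE for no effect and wells lacking GST-MLLE protein for full effect; some results filed as inactive read as strong as hits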
* hit, by the source's call; i = inactive; x = no result given.

SMILES | CSN deneddyl inh | bovine MsrA act | E coli Lon inh | MsrA inh | Rpn11 inh | FAS TE block | Rin1 Abl inh | MT1-MMP act inh | MLLE-PAM2 inh
Cc1cc(=O)oc2cc(OCC3CC(c4ccc(N(C)C)cc4)=NO3)ccc12 (centres undefined) | 14 | -10 | -2 | -0.7 | i | 13 | 2 | -4 | -11
C=CCc1ccccc1Oc1cc(F)nc(N)n1 | 3 | -5 | 2 | 1.6 | i | 0 | -2 | -2 | 11
COc1ccc(CCNC(=O)COC(=O)C2CC2C)cc1 (centres undefined) | -3 | -2 | -4 | 0.2 | i | -6 | -1 | -2 | -41
CC(=O)Nc1ccc(NC(=O)Cn2cc3c(n2)CCCC3)cc1 | 2 | -1 | -10 | -0.8 | i | -6 | -3 | 3 | 5
O=C(c1n[nH]c2c1CCC2)N1CCCC(Nc2cccc(F)c2)C1 (centres undefined) | 0 | -3 | 5 | -0.3 | i | -3 | -2 | 2 | -12
Brc1ccc(-c2cn3c(n2)CCc2ccc4cccnc4c2-3)cc1 | -4 | -2 | -3 | 1.1 | i | -4 | 4 | -3 | -10
CC(=O)NC(NC(=S)Nc1ccc(N=Nc2ccccc2)cc1)C(Cl)(Cl)Cl (centres undefined) | -2 | -7 | -4 | 2.2 | i | -4 | 2 | 7 | 20
CCC(=O)N(Cc1cc2cc(C)c(C)cc2[nH]c1=O)C1CCCCC1 | -4 | -1 | 0 | 0.3 | i | 1 | 2 | -17 | -1
CCOC(=O)CC(=O)Nc1ccccc1C(=O)O | -2 | -13 | -1 | -1.1 | i | -3 | 4 | x | 7
CCOc1ccc2nc(SCC(=O)Nc3cc4c(cc3C(C)=O)OCO4)[nH]c2c1 | -8 | 0 | -3 | 0.4 | i | 12 | 1 | 5 | -11
Cc1ccc(C(=O)Nc2ccc(C(=O)N3CCCCC3C)cc2)cc1 (centres undefined) | -2 | -5 | -16 | -2.1 | i | 1 | -3 | 0 | 11
COc1ccc(NC(=S)N=Nc2c(O)[nH]c3ccccc23)cc1 | 0 | -2 | 13 | 0.6 | i | 15 | 1 | 12 | 41*
CC1CC(C)CN(C(=O)Cn2c(-c3nonc3N)nc3ccccc32)C1 (centres undefined) | -2 | 2 | -4 | 1.4 | i | 3 | 1 | 1 | -14
Cc1cc(NS(=O)(=O)c2ccc(Nc3nc(-c4ccc(C)c(C)c4)cs3)cc2)no1 | 3 | -5 | -9 | 0.7 | i | 34 | -4 | 6 | 5
O=C(NCc1ccccc1)C1=C[C@@H](c2ccc3c(c2)OCO3)C[C@@H](OCc2ccc(CO)cc2)O1 | 2 | -2 | 0 | -0.3 | i | 9 | -1 | -1 | 16
CCCN1CCC(NC(=O)Nc2ccc(OC)c(OC)c2)CC1 | 0 | -7 | -3 | 1.2 | i | -2 | 5 | 5 | 8
N#Cc1c(Nc2ccccc2Cl)s[nH]c1=O | 2 | -5 | 7 | -1.0 | i | -1 | 1 | -2 | -131
O=C(C1CCCO1)N1CCN(C(=S)Nc2ccc(Cl)cc2Cl)CC1 (centres undefined) | -2 | -9 | -12 | 2.8 | i | -8 | 9 | 3 | 9
Cc1cc(C)cc(N2C(=O)CCN(Cc3ccccc3)C2=O)c1 | -3 | -5 | 3 | 0.6 | i | -4 | -4 | -3 | -12
CCCCNS(=O)(=O)c1ccc(OCC(=O)OC)cc1 | -4 | -2 | 13 | 0.6 | i | -12 | -1 | 2 | -1
Cc1ccc(NC(=S)NC2CCN(Cc3ccccc3)CC2)cc1C | 8 | -4 | 3 | 0.1 | i | -4 | -2 | 4 | -7
Cc1ccc(S(=O)(=O)N2CCCC2C(=O)NC2=NCCS2)cc1 (centres undefined) | 3 | 6 | 3 | 0.5 | i | -8 | 1 | 1 | 15
Cc1ccccc1C(OCC(O)CN1CCCCC1CCO)c1ccccc1 (centres undefined) | -3 | -13 | -9 | 1.0 | i | -8 | 3 | 5 | 8
CC(C)c1ccc(NC(=O)[C@H](NC(=O)[C@@H]2Cc3ccccc3CN2)c2ccccc2)cc1 | 0 | 2 | 10 | -0.4 | i | 11 | 0 | 0 | -6
COc1cc(CNCCSc2nnnn2C)cc(OC)c1OC | -1 | -10 | -3 | 0.6 | i | -2 | 0 | -5 | 1
COc1ccc2cc3cc(C(=O)N4CCN(Cc5ccc6c(c5)OCO6)CC4)oc3nc2c1 | 0 | -7 | -1 | 4.4 | i | 9 | -3 | -5 | 0
Cc1ccc(S(=O)(=O)N(C#N)c2nc(C)cc(C)n2)cc1 | -2 | 0 | 6 | -0.3 | i | -4 | 2 | 0 | 0
OCCNc1nc(N2CCN(Cc3ccccc3)CC2)nc2ccccc12 | -6 | -3 | -7 | 1.0 | i | -6 | 5 | 3 | 7

Retrieved one by one from above (two):
SMILES | CSN deneddyl inh | bovine MsrA act | E coli Lon inh | MsrA inh | Rpn11 inh | FAS TE block | Rin1 Abl inh | MT1-MMP act inh | MLLE-PAM2 inh
Cc1ccc(C(=O)Nc2ccc(C(=O)N3CCCCC3C)cc2)cc1 (centres undefined) | -2 | -5 | -16 | -2.1 | i | 1 | -3 | 0 | 11
COc1ccc(NC(=S)N=Nc2c(O)[nH]c3ccccc23)cc1 | 0 | -2 | 13 | 0.6 | i | 15 | 1 | 12 | 41*

Quoted from the listing.
Entry for `Cc1cc(NS(=O)(=O)c2ccc(Nc3nc(-c4ccc(C)c(C)c4)cs3)cc2)no1` under MLLE-PAM2 inh: 5
Entry for `Cc1cc(C)cc(N2C(=O)CCN(Cc3ccccc3)C2=O)c1` under FAS TE block: -4
Entry for `C=CCc1ccccc1Oc1cc(F)nc(N)n1` under MT1-MMP act inh: -2
Entry for `CCC(=O)N(Cc1cc2cc(C)c(C)cc2[nH]c1=O)C1CCCCC1` under FAS TE block: 1

Whole records, looked up by structure. Order of screens: CSN deneddyl inh	bovine MsrA act	E coli Lon inh	MsrA inh	Rpn11 inh	FAS TE block	Rin1 Abl inh	MT1-MMP act inh	MLLE-PAM2 inh
COc1ccc(NC(=S)N=Nc2c(O)[nH]c3ccccc23)cc1 as listed: 0	-2	13	0.6	i	15	1	12	41*
OCCNc1nc(N2CCN(Cc3ccccc3)CC2)nc2ccccc12 as listed: -6	-3	-7	1.0	i	-6	5	3	7
COc1ccc(CCNC(=O)COC(=O)C2CC2C)cc1 (centres undefined) as listed: -3	-2	-4	0.2	i	-6	-1	-2	-41
Cc1ccc(S(=O)(=O)N(C#N)c2nc(C)cc(C)n2)cc1 as listed: -2	0	6	-0.3	i	-4	2	0	0
Cc1ccc(C(=O)Nc2ccc(C(=O)N3CCCCC3C)cc2)cc1 (centres undefined) as listed: -2	-5	-16	-2.1	i	1	-3	0	11
